PLC-gamma1 inh = PLC-gamma1 enzyme inhibitors, primary screen, biochemical, fluorescence, purified enzyme; AID 720700, 2013; fluorogenic substrate; inhibition, % at 12.2 µM; 1-phosphatidylinositol 4,5-bisphosphate phosphodiesterase gamma-1 (Homo sapiens), P19174; actives 0.84% (n = 370,000); in the data active = inhibition above about 9.5%
Target sequence (P19174 whole entry, looked up): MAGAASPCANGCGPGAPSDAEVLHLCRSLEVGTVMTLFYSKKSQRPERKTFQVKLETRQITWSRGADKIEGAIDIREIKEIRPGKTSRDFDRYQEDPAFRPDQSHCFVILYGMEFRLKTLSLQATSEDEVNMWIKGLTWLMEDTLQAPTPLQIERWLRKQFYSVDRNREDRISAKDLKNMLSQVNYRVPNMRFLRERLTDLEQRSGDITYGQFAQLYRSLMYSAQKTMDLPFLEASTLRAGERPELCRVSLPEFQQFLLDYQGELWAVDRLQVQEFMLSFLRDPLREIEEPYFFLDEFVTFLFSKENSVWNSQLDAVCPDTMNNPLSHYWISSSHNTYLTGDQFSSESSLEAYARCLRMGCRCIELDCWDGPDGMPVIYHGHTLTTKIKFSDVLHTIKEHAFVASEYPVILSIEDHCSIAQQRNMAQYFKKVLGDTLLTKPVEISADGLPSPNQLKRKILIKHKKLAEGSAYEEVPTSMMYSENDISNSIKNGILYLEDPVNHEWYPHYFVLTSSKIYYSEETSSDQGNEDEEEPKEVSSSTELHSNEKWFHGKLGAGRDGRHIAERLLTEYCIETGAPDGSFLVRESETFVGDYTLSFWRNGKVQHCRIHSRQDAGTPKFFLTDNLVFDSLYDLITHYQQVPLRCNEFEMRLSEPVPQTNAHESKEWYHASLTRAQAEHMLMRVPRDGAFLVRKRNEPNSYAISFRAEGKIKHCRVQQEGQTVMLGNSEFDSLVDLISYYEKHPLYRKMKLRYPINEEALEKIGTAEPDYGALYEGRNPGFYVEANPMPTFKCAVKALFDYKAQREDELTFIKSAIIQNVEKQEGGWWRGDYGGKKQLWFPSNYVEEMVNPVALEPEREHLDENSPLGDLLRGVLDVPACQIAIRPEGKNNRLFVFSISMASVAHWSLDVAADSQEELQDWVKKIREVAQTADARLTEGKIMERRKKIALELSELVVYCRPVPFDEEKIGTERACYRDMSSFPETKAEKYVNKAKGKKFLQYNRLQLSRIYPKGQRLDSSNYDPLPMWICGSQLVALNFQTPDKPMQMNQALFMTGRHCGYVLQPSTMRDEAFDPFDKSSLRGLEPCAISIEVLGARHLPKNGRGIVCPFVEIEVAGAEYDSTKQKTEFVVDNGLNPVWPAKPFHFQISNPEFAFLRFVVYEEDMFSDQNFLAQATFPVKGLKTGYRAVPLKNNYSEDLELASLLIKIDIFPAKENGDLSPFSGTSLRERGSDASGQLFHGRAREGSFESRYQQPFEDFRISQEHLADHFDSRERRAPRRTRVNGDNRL
PLCb3 inh = human PLC-beta3 inhibitors, primary screen, biochemical, fluorescence | 1-phosphatidylinositol 4,5-bisphosphate phosphodiesterase beta-3 (Homo sapiens), Q01970 | Purified PLC-beta3, fluorogenic substrate | inhibition, % at 12.2 µM | actives 0.18% (n = 370,000) | AID 720704, 2013; in the data active = inhibition above about 11%;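 also: 0% = median of compound wells on plate and 100% = full blocker control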
ARFGAP1 inhibitor = inhibitors of rat ARFGAP1 GAP activity, primary screen, biochemical, fluorescence polarization, GDP tracer | Arfgap1-stimulated ARF1 GTP hydrolysis, GDP FP detection | actives 0.26% (n = 360,000) | AID 651572, 2012 | inhibition, % at 16.5 µM;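 active = inhibition above a per-plate limit, mean inhibition of low control wells plus 3 SD, cut at about 25% in these data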;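 also: 0% = DMSO wells with enzyme and 100% = wells lacking Arfgap1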
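Assay system: Rat Arfgap1 GAP domain (His6, aa 1-136), purified enzyme | Buffer or medium: HEPES 25 mM pH 7.5, NaCl 150 mM, MgCl2, DTT | Schedule: GTP hydrolysis reaction 2 h at 25 °C | Signal: FP of antibody-bound GDP Alexa 633 tracer, ex 620/em 688 nm | Measure: Percent inhibition of Arfgap1-stimulated GTP hydrolysis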
ASAP1 GAP inh = inhibitors of human ASAP1 ArfGAP activity, primary screen, biochemical, fluorescence polarization; ASAP1-stimulated ARF1 GTP hydrolysis, GDP FP detection; actives 0.19% (n = 360,000); Arf-GAP with SH3 domain, ANK repeat and PH domain-containing protein 1 (Homo sapiens), …; inhibition, % at 16.5 µM; AID 624377, 2012; in the data active = inhibition above about 25%;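 also: 0% = vehicle with enzyme and substrate and 100% = no enzyme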
SIAE inh = human SIAE inhibitors, primary screen, biochemical, fluorescence polarization, FP-Rh probe, 1536-well HTS; Sialate O-acetylesterase (Homo sapiens), Q9HAT2; SIAE FP-Rh probe binding; inhibition, % at 9.66 µM; actives 0.69% (n = 370,000); AID 1053197, 2014;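 active = inhibition above a cutoff: mean of compounds within the control limits plus 3 SD of those, cut at about 17% in these data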;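 also: 0% = plate median of compound wells and 100% = probe without SIAE protein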
ADAM10 inh = human ADAM10 inhibitors, primary screen, biochemical, QFRET, HTS; recombinant ADAM10, EDANS/DABCYL FRET peptide cleavage, 3 h; Disintegrin and metalloproteinase domain-containing protein 10 (Homo sapiens), O14672; inhibition, % at 7 µM; actives 0.62% (n = 370,000);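 active = inhibition above a per-campaign cutoff equal to the mean of compounds falling between control-based bounds plus 3 SD, cut at about 20% in these data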;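 also: 0% = DMSO wells while the 100% control is not disclosed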
TDP2 absorb = human TDP2 enzyme inhibitors, primary screen, biochemical, epi absorbance, recombinant enzyme; actives 0.34% (n = 370,000); AID 720702, 2013; inhibition, % at 12.8 µM; T5PNP hydrolysis, p-nitrophenol absorbance 415 nm;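 active = inhibition above the mean of all tested compounds plus 3 SD, set per campaign, cut at about 25% in these data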;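 also: 0% = DMSO with enzyme and 100% = buffer with substrate but no TDP2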
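Read-out basis: percent inhibition. System: recombinant human TDP2. Buffer or medium: Mg2+-containing Tris-HCl buffer, pH 7.5. Repeats: single replicate. Timing: reaction 2 h, 37 °C. Benchmarks: high control without enzyme, low control DMSO plus TDP2. Probe or stimulus: 5 mM T5PNP. Doses: 12.8 µM only. Measured by: epi absorbance of p-nitrophenol freed from T5PNP by hydrolysis.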
DDE Tn6 FP inh = inhibitors of Tn6 peptide binding to fibrin DD(E), primary screen, biochemical, fluorescence polarization, human fibrin, Tn6 probe | Fibrin DD(E) TRITC-Tn6 fluorescence polarization displacement | inhibition, % at 8.3 µM | actives 0.21% (n = 370,000) | AID 720509, 2013;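 active = inhibition above a per-campaign cutoff: mean of compounds within control limits plus 3 SD, cut at about 15% in these data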;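 also: 0% = median of all compound wells on the plate and 100% = blocking peptide control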
ADAM17 inh = ADAM17 inhibitors, primary screen, biochemical, QFRET. Disintegrin and metalloproteinase domain-containing protein 17 (Homo sapiens), P78536. AID 720648, 2013. recombinant ADAM17, EDANS/DABCYL FRET peptide cleavage. actives 0.83% (n = 370,000). inhibition, % at 6.95 µM;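 active = inhibition above the mean of compounds lying between control limits plus 3 SD, set per campaign, cut at about 8.5% in these data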;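 also: 0% = DMSO-only wells as the low control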
Tn7 DDE FP = inhibitors of Tn7 peptide binding to fibrin DD(E), primary screen, biochemical, fluorescence polarization, human fibrin, Tn7 probe | AID 720508, 2013 | actives 0.13% (n = 370,000) | FP displacement of FITC-Tn7 peptide from fibrin DD(E); 0% = median of compound wells per plate | inhibition, % at 8.3 µM | Fibrinogen beta chain (Homo sapiens), P02675;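 active = inhibition above the mean of compounds falling within the control limits plus 3 SD of them, cut at about 14% in these data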;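 also: 0% = plate median of compound wells and 100% = 10 µM Aha-Tn7 peptide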
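assay system = human clot-derived fibrin DD(E) complex | quantity = Fibrin-DD(E) at 2 µM final | timing = 10 min preincubation, 3 h with tracer, room temperature | signal = fluorescence polarization | measure = percent inhibition | benchmarks = high control wells with 10 µM unlabelled Aha-Tn7 peptide (full inhibition) | replicates = singlicate testing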
Starred values were filed as active, the others as inactive; i = inactive; · = not tested or not shown.

| PLC-gamma1 inh | PLCb3 inh | ARFGAP1 inhibitor | ASAP1 GAP inh | SIAE inh | ADAM10 inh | TDP2 absorb | DDE Tn6 FP inh | ADAM17 inh | Tn7 DDE FP | Structure |
| --- | --- | --- | --- | --- | --- | --- | --- | --- | --- | --- |
| -1 | -4 | 11 | 2 | -5 | -2 | -5 | -1 | -3 | -6 | Cc1cc(-c2ccc(S(=O)(=O)NCc3ccc(F)cc3)cc2)on1 |
| 0 | -8 | 4 | 2 | 4 | 13 | 6 | 1 | 2 | 3 | S=c1[nH]nc(COc2ccc(Cl)cc2)n1-c1ccc(Cl)cc1 |
| -36 | -37 | -3 | -6 | -21 | 0 | -11 | -4 | -4 | 9 | O=C(Nc1nc2c(s1)CCCC2)c1cccc(S(=O)(=O)N2CCCc3ccccc32)c1 |
| -1 | -4 | -6 | -91 | 8 | -8 | 4 | 6 | -4 | -12 | COc1cc2c(cc1OC)C(C(=O)NCC1COc3ccccc3O1)C(c1cccnc1)N(C)C2=O (configuration not stated) |
| -9 | -15 | -4 | -5 | 13 | -4 | 8 | 0 | 0 | -6 | CC(C)NC(=S)N/N=C/c1sc(N2CCCCC2)nc1-c1cccs1 |
| -3 | -3 | 8 | -16 | 2 | -10 | 9 | 1 | -3 | -1 | COc1cccc(-c2cc3nc(NCc4ccc5occc5c4)n(C)c(=O)c3s2)c1 |
| 3 | 1 | -7 | 11 | -1 | -7 | 2 | 0 | -4 | 0 | CC(=O)Nc1ccc(S(=O)(=O)NN=Cc2ccc(Cl)c(Cl)c2)cc1 |
| 1 | -2 | -3 | 7 | 1 | 6 | -3 | 5 | -2 | 7 | CCOc1ccc(NC(=S)N2CCCN(Cc3cc(C)ccc3C)C2)cc1 |
| 0 | 1 | -7 | -6 | 0 | 1 | 10 | -2 | 1 | -3 | Cc1cccc(C)c1NC(=O)COC(=O)c1ccc([N+](=O)[O-])o1 |
| -15 | -20 | 2 | -2 | -3 | -75 | 13 | 13 | -28 | -2 | Cc1cccc(OCC(=O)N2CCC3(CC2)CC(=O)c2ccccc2O3)c1 |
| i | i | 7 | 15 | 6 | -30 | -18 | -14 | -12 | -8 | Cc1nc(N/N=C/c2ccc(O)cc2)c2cnn(-c3ccccc3)c2n1 |
| i | i | 6 | 2 | 7 | i | -6 | -4 | -367 | -3 | CCOC1CCCc2oc(-c3ccc(N(C)C)cc3)c(C(=O)OC)c21 (configuration not stated) |
| 0 | -1 | · | · | 4 | -5 | 12 | 3 | 0 | -1 | Cn1c(=O)c2[nH]c(SCC(=O)NCCc3ccc(F)cc3)nc2n(C)c1=O |
| -2 | -8 | 7 | -3 | 7 | 4 | -4 | -1 | -3 | 5 | COCC(C)n1c(C)cc(C(=O)CSc2ncccn2)c1C (configuration not stated) |
| 0 | -9 | 0 | 0 | 1 | 1 | 3 | -3 | -5 | -1 | Cc1cc(=O)n2nc(N3CCC(C(=O)Nc4c(F)c(F)c(F)c(F)c4F)CC3)sc2n1 |
| 7 | 8 | 4 | -1 | -9 | 7 | -12 | 3 | 8 | -6 | CCN(CC)S(=O)(=O)c1cc(C(=O)Nc2ccncc2)ccc1Cl |
| -2 | -1 | -3 | 2 | -5 | -4 | 5 | -7 | -6 | 1 | O=C(Nc1ccccc1)c1nnsc1S(=O)(=O)c1ccc(Cl)cc1 |
| -1 | 0 | 1 | 4 | 5 | -4 | 3 | 4 | -3 | -5 | Cc1csc(SCCn2c(N3CCOCC3)nc3c2c(=O)[nH]c(=O)n3C)n1 |
| -1 | -4 | 1 | -5 | 11 | 7 | 23 | -2 | 0 | 0 | CC1CCC(NC(=O)CCN2C(=O)C3C4C=CC(C4)C3C2=O)CC1 (configuration not stated) |
| -4 | -9 | 3 | -8 | 11 | -2 | 6 | 5 | -3 | -5 | CCOc1cc(C2C3=C(CC(C)(C)CC3=O)N(CCCOC)C3=C2C(=O)CC(C)(C)C3)ccc1O |
| -2 | -10 | 0 | -2 | 11 | 3 | 17 | 0 | -4 | -5 | CCN1C(=O)C(CC(=O)Nc2c(C)cccc2C)Nc2cc(S(=O)(=O)N(C)C)ccc21 (configuration not stated) |
| -2 | -4 | · | · | 4 | -3 | 8 | 2 | -2 | 5 | Cc1ccc(C2=CCN(C)C(=O)N2c2ccccc2)cc1 |
| 4 | -1 | 5 | -8 | -3 | 8 | -2 | -3 | -5 | 1 | Cc1ccccc1OCCC(=O)N1CCN(S(=O)(=O)c2ccc(F)cc2)CC1 |
| -7 | -7 | 3 | -5 | 2 | -9 | -5 | 6 | -5 | 0 | O=C(COC(=O)c1cc(Cl)ccc1O)NCCNC(=O)COC(=O)c1cc(Cl)ccc1O |
| 1 | -1 | 4 | -13 | 3 | -19 | 9 | -2 | -2 | -2 | COC1=CC(=O)OC(c2cccc(C(F)(F)F)c2)C1 (configuration not stated) |
| 0 | 1 | -17 | 8 | -3 | -3 | 6 | 8 | -1 | -5 | CCOc1ccccc1NC(=O)C1=C(C)NC(=O)NC1c1cccs1 (configuration not stated) |
| -1 | 2 | -1 | 4 | 12 | -3 | 2 | 1 | -4 | 3 | CSc1cccc(NC(=O)CN(C)S(=O)(=O)c2ccccc2)c1 |
| -4 | -6 | 17 | -7 | 4 | -5 | 0 | 2 | -4 | 1 | Cc1ccc(N2CC(NC(=O)N3CCN(C(=O)c4ccco4)CC3)CC2=O)cc1 (configuration not stated) |
| 0 | 1 | 2 | -8 | -2 | 1 | -10 | 4 | 1 | -1 | COC(=O)c1ccc(OC(=O)CCN2C(=O)C3C4c5ccccc5C(c5ccccc54)C3C2=O)cc1 (configuration not stated) |
| 2 | 4 | -5 | 1 | -5 | 4 | -8 | 11 | -2 | 6 | O=C(CSCc1ccccc1F)NCc1ccccc1 |
| -1 | 1 | -9 | -8 | 8 | -7 | -2 | 6 | 2 | 5 | CC(C)(C)OC(=O)N1CCCC(C(=O)Nc2cccc(C(=O)N3CCOCC3)c2)C1 (configuration not stated) |
| -3 | 1 | 2 | 7 | 3 | -12 | 1 | 3 | 0 | -6 | CCOC(=O)c1ccc(N=Cc2nc3ccccc3n2C)cc1 |
| -3 | -5 | -5 | -2 | 3 | 1 | 5 | -3 | -5 | 8 | O=[N+]([O-])c1ccc(Sc2cccc3cccnc23)c([N+](=O)[O-])c1 |
| 0 | 2 | 12 | 2 | 11 | -3 | 6 | 5 | -2 | 1 | CCCc1cc(=O)[nH]c(SCC(=O)N2CCN(c3ccc(F)cc3)CC2)n1 |
| 0 | -5 | 1 | 4 | -4 | 3 | 5 | -6 | -6 | 3 | CC(C)(C)C(=O)Nc1nc2cc3c(cc2s1)OCO3 |
| 2 | -5 | 6 | -15 | 14 | 3 | 17 | -2 | 2 | -4 | CCc1ccc(N2CN=c3s/c(=C\c4ccccc4)c(=O)n3C2)cc1 |
| -4 | -4 | 6 | 6 | -3 | -2 | 9 | -4 | -3 | 6 | COc1ccc2c(c1)c(CC(=O)Nc1cc(C)ccc1C)c(C)n2C(=O)c1ccc(Cl)cc1 |
| -199 | -261 | 3 | 8 | 1 | -132 | -9 | -1 | -35 | 8 | CCCCNC(=O)c1cc2nc(-c3ccc(OC)cc3)cc(C(F)(F)F)n2n1 |
| -1 | -3 | -15 | -1 | -78 | -8 | -2 | -8 | 0 | 8 | COc1ccc(C(=O)Nc2ccccc2C(=O)N/N=C/c2ccccc2OC)cc1 |
| -2 | -3 | -4 | -21 | 3 | -6 | 5 | 2 | -3 | 7 | COCCN(C(=O)CSc1nnc2cc(C)c3ccccc3n12)c1c(N)n(Cc2ccccc2)c(=O)[nH]c1=O |
| -2 | -7 | -7 | 13 | -9 | 4 | -12 | 2 | -4 | -3 | COC(=O)c1cccc(NC(=O)c2cc3ccccc3o2)c1 |
| -17 | -28 | 6 | -4 | 4 | 1 | 1 | -4 | 0 | 2 | Cc1c(O)ccc2c(=O)c(-c3nncn3-c3ccccc3)coc12 |
| -14 | -26 | -2 | 13 | -5 | -39 | -20 | 4 | -8 | -5 | O=S(=O)(c1ccc2c(c1)CCCN2)N1CCCC1 |
| -1 | 0 | -10 | 6 | -2 | 0 | 6 | -3 | -3 | -2 | O=C(O)c1cc(S(=O)(=O)N2CCCC2)ccc1Br |
| 2 | 1 | -2 | -12 | 2 | -5 | 2 | 3 | -1 | 4 | CO/N=C/C1C(=O)NN=C1c1ccccc1 (configuration not stated) |
| 1 | 0 | -8 | 17 | -17 | 4 | 2 | -2 | -4 | 1 | OCCCc1nc2ccccc2n1CCOc1ccccc1 |
| 0 | -5 | -3 | 1 | 1 | 0 | 12 | -5 | -3 | 6 | O=c1[nH]cc(I)cc1I |
| 2 | 2 | 9 | -3 | 1 | -6 | 14 | -6 | -4 | 4 | O=c1cc(-c2ccccc2)ss1 |
| 3 | 0 | 12 | 18 | -7 | 14 | -8 | -9 | 3 | -11 | COC(=O)C1=C(CCc2ccccc2)NC(=O)NC1c1ccc(Br)cc1 (configuration not stated) |
| 0 | 2 | -5 | -1 | 1 | -8 | 19 | -1 | -3 | -2 | O=C(CCCn1c(=S)[nH]c2cc3c(cc2c1=O)OCO3)N1CCN(c2ccc(Cl)cc2)CC1 |
| -1 | 0 | 15 | 15 | -1 | 1 | 2 | -3 | 0 | 3 | CCN(C(=O)CCN1C(=O)c2ccccc2C1=O)C1CCCCC1 |
| -7 | -11 | 19 | -5 | 4 | -1 | -2 | 2 | -2 | -3 | O=C(CSc1nc(-c2ccccc2)c(-c2ccccc2)[nH]1)Nc1ccc2c(c1)OCO2 |
| 0 | 3 | -9 | 0 | -3 | 0 | 5 | -1 | 0 | -2 | CC(=O)N1CCN(c2ccc(NC(=O)c3ccc(OCc4ccccc4)cc3)cc2)CC1 |

Compound activity from PubChem.
